Source: PubChem BioAssay
Lipid droplet – modulators of hepatic lipid droplet formation; AML12 mouse hepatocytes, oleate lipid droplets, BODIPY imaging; inhibition, % at 6.5 µM; 0.4% of 240,000 active;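 active = lipid droplet intensity inhibited by at least 50%, with more than 500 cells counted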
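Test system: AML12 mouse liver cells; schedule: overnight exposure; technique: high-content imaging of BODIPY-stained droplets and DAPI nuclei; read-out: % inhibition of corrected integrated BODIPY droplet signal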
Dynein cargo inh – dynein cargo transport inhibition. AID 1381. z-score, hits read low. 0.47% of 220,000 active. 3617.4 mouse cells, GR-EGFP nuclear translocation imaging; test concentration mostly 20 µM; stimulated with dexamethasone, 1 µM; hits give low values;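 active = plate z-score of nuclear minus cytoplasmic receptor signal below a set negative limit, without overly bright fluorescence or cell loss, cut at about -3.5 in these data, passing the limit was not always enough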;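 note: z-score of nuclear minus cytoplasmic ring GR-EGFP intensity difference per well; some compounds called inactive have numbers as strong as hits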
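Schedule: 48 h induction, then 1 h compound, then 30 min agonist, 37 °C. Buffer or medium: tetracycline-free induction medium containing charcoal-stripped FBS. Reagent: 1.0 µM final dexamethasone stimulus. Evaluation: nuclear versus cytoplasmic GR-EGFP signal, averaged per well. Signal: high-content fluorescence imaging after fixation.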
Myeloid diff 2 – promotes myeloid progenitor differentiation; ER-HoxA9 myeloid progenitors, lysozyme-GFP differentiation, flow cytometry; calls only at 10 µM; 1% of 360,000 active; AID 624256;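 active = normalized GFP-positive differentiation at or above the plate's own cutoff, the solvent-only control mean plus 3 SD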;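 note: cells exposed to compound for four days before flow analysis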
MT stabilizer – microtubule stabilizers in HeLa cells; % tubulin-high responders, % at 10 µM; 0.83% of 200,000 active; HeLa tubulin immunostaining HCS, 24 h; share of cells brighter than vehicle mean+2SD;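 active = plate Z-score above 3 for both tubulin-high and condensed-nucleus cell shares, with cell loss under 80%, at 10 µM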;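 note: anti alpha tubulin signal scored within the nucleus-defined area of each cell; some results filed as inactive read as strong as hits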
Insulin prom up – MIN6 insulin promoter up-regulation; 0.3% of 190,000 active; AID 1625; MIN6 insulin promoter-GFP reporter, high-content imaging; hits give high values; z-score at 5 µM;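 active = z-score above 3 at 5 µM with at least 500 cells counted in the well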
TNAP activation fold – human TNAP enzyme activators, primary screen, biochemical, luminescent, no phosphate acceptor, uHTS (AID 1001); purified TNAP, luminescent activation assay, no phosphate acceptor; higher activation fold means a stronger effect; one-dose activation fold at 20 µM; EC50 in µM for titrated hits; 0.03% of 200,000 active; in the data active = activation fold from about 3, or a potency from the dose series; inactive = the rest, 99 in 100 with activation fold below about 1.6; note: many of its hits are not listed in these tables
T cell modulator – T cell immune modulators affecting CD8 T cell-vesicle binding. 2C CD8+ T cell-vesicle binding, flow cytometry; hits give low values. calls only at 7 µM. 0.068% of 330,000 active;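 active = response, share of CD8 T cells binding vesicles, and their 90th percentile fluorescence all below set limits, cut at about 80% in these data, passing the limit was not always enough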
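Incubation: binding step 1.5 h, 37 °C, antibody labelling 20 min, ice; system: murine 2C transgenic CD8+ T lymphocytes; technique: cytometric PE anti-B7-1 and Alexa647 anti-CD8 signals after 1% paraformaldehyde fixation; also added: QL9-charged Drosophila Ld/ICAM-1/B7-1 vesicles; control set: naked versus QL9-loaded vesicles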
bCat nuc transl – beta-catenin nuclear translocation modulation; HeLa beta-catenin nuclear translocation, immunofluorescence imaging; nuclear translocation activity, % at 5 µM; 0.3% of 190,000 active;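 active = nuclear translocation activity above 50% at 5 µM, with a well cell count of 50 or more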;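 note: per-cell ratio of nuclear to cytoplasmic median beta-catenin stain intensity; plate controls were DMSO negative control for no effect and GSK-3 inhibitor IX positive control for full effect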
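Read-out: Nuclear/cytoplasmic beta-catenin signal ratio, % activation | Assay system: Human HeLa cell line | Times: 24 h compound exposure at 37°C, 5% CO2 | Signal: Fluorescence imaging of beta-catenin antibody stain plus DAPI | Dosing: 5 µM primary, 0.02–20 µM confirmation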
human PMI inhibition – MPI enzyme activity inhibition – biochemical, fluorescence intensity, coupled assay, primary screen (AID 1209). inhibition, % at 20 µM; hits with a dose series show IC50 in µM. 0.42% of 190,000 active. purified PMI enzyme, coupled fluorescence intensity; higher % means a stronger effect; in the data active = inhibition above about 50%;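 note: plate controls were DMSO vehicle for no effect and wells lacking substrate for full effect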
Dynein cargo inh cytoplasmic EGFP – recorded beside Dynein cargo inh, whose call it bears; z-score; measured here: cytoplasmic GR-EGFP intensity; hits give high values
Dynein cargo inh nuclear GR-EGFP – further read-out of Dynein cargo inh, marked with its call; z-score; measured here: nuclear GR-EGFP intensity;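 lower value marks the stronger effect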
Dynein cargo inh cell count – second read-out of Dynein cargo inh, no call of its own (marks repeat the call); z-score; measured here: cell count per field
Insulin prom up cell count – recorded beside Insulin prom up, whose call it bears; cell count; measured here: cytotoxicity, nuclei count;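 total cells summed across four imaged fields per well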
Lipid droplet cells 6.5 µM – recorded beside Lipid droplet, whose call it bears; cell count; measured here: cell count, cytotoxicity flag;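 cells counted across two imaged fields per well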
bCat nuc transl cell count 5 µM – second read-out of bCat nuc transl, no call of its own (marks repeat the call); cell count; measured here: cell count, cytotoxicity flag
T cell modulator vesicle-bound % – also measured in T cell modulator; calls as there; double positive events, %; measured here: CD8+ vesicle-bound cell fraction;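 binding gate set so that unloaded-vesicle control wells show 10% double positive cells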
MT stabilizer Hoechst-high % – also measured in MT stabilizer; calls as there; % Hoechst-high responders; measured here: nuclear condensation Hoechst responders;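 share of cells brighter than vehicle mean plus two SD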
MT stabilizer cytotoxicity % – also measured in MT stabilizer; calls as there; toxicity, %; measured here: cytotoxicity by cell density;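 0% = mean cell density of plate MIN control wells and 100% = no cells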
Myeloid diff 2 GFP+ MAC1+ % – also measured in Myeloid diff 2; calls as there; GFP+ MAC1+ double positive, %; measured here: differentiation confirmed by MAC1 staining
* = called active by the depositor; i = inactive; / = not tested or not shown. The order is random, and some 3% of all compounds hit somewhere here.

Values in the order: Lipid droplet	Lipid droplet cells 6.5 µM	Dynein cargo inh	Dynein cargo inh cytoplasmic EGFP	Dynein cargo inh nuclear GR-EGFP	Dynein cargo inh cell count	Myeloid diff 2	Myeloid diff 2 GFP+ MAC1+ %	MT stabilizer	MT stabilizer Hoechst-high %	MT stabilizer cytotoxicity %	Insulin prom up	Insulin prom up cell count	TNAP activation fold	T cell modulator	T cell modulator vesicle-bound %	bCat nuc transl	bCat nuc transl cell count 5 µM	human PMI inhibition
Cc1c(NC(=O)c2ccc3c(c2)C(=O)N(CC2CCCO2)C3=O)cccc1C(=O)O (stereo not drawn)
→ 2	751	-0.68	-0.2	-0.44	-0.29	/	/	3.4	1.0	8.8	-0.32	1678	1.1	i	14	0.0	956	1%
O=C(NCc1ccccn1)c1cc(-c2ccccc2Cl)nc2ccccc12
→ -3	701	1.2	0.48	1.3	-2.2	i	1.4	2.2	2.3	0.9	0.02	1245	1	i	54	-6.2	539	4%
COc1ccc(Nc2nc(N)nc(CN3CCC(C)CC3)n2)cc1
→ -4	760	-0.55	-0.27	-0.21	0.028	i	0.1	3.0	3.2	2.7	/	/	1	i	45	-1.5	1125	3%
O=C1c2ccccc2C(=O)N1c1ccc(Cl)cc1
→ -13	771	0.15	0.6	0.43	-0.25	/	/	1.9	1.2	9.2	0.13	821	1.1	i	43	1.4	1061	17%
COc1ccc(C)cc1Nc1cc(C)nc2ncnn12
→ -4	690	-0.81	-0.28	0.14	0.65	i	1.1	5.5	2.8	4.9	-0.66	1162	1	i	65	-1.5	581	-6%
CCc1cccc(NC(=O)c2cc(S(=O)(=O)N(C)C)ccc2N2CCCC2)c1
→ -16	703	0.72	-0.34	0.65	-0.079	i	0.7	3.1	2.6	7.1	-0.07	1401	1.2	i	56	-4.9	1137	4%
Cc1ccc(Nc2nc3ccccc3n3nnnc23)cc1
→ 3	687	2.1	-0.22	1	-1.7	i	1.3	4.0	3.5	7.6	1.2	891	1.1	i	54	0.6	1068	8%
O=C(Nc1cccc(Cl)c1)c1cnn2cccnc12
→ -5	695	-0.11	-0.24	-0.25	0.17	i	9.1	2.4	1.5	5.8	-0.72	1271	1.1	i	14	-2.2	1109	12%
COc1ccc(-c2ocnc2C(=O)NCc2nn(-c3ccccc3)nc2C)cc1
→ 0	740	0.56	-0.26	0.26	-0.042	i	0.5	/	/	/	0.33	1365	/	i	34	-2.4	1102	/
CCC1(c2ccc(F)cc2)NC(=O)N(CC(=O)Nc2ccc(-c3nc4ccc(C)cc4s3)cc2)C1=O (stereo not drawn)
→ 6	557	-0.37	-0.31	-0.35	0.4	i	10	9.5	14	11	/	/	1.1	i	47	0.7	829	2%
Cc1ccc(N2CC(C(=O)N3CCN(C(=O)c4ccco4)CC3)CC2=O)cc1 (stereo not drawn)
→ -4	653	0.2	-0.27	0.02	-0.34	i	0.7	2.3	2.8	4.1	1.1	1118	1.1	i	16	-0.2	1051	6%
Cc1ccc(/C=C/C(=O)Nc2ccc(S(=O)(=O)Nc3ncccn3)cc2)cc1
→ 28	653	0.43	-0.22	-0.18	1.2	i	0.6	2.9	2.7	9.0	-0.04	1639	1.1	i	32	-1.0	952	0%
COC(=O)C(NC(=O)c1ccccc1)(Nc1cc(C)cc(C)n1)C(F)(F)F (stereo not drawn)
→ -18	742	0.2	-0.25	0.4	-1	i	1.0	4.2	2.7	8.9	/	/	1.1	i	10	-0.3	600	1%
Nc1scc[n+]1Cc1cccc2cccnc12
→ 10	680	-0.43	-0.81	-0.42	0.23	i	0.2	/	/	/	-0.54	1041	/	i	32	-0.4	1359	/
COc1cccc(C(=O)NNC2OC(CO)C(O)C2O)c1 (stereo not drawn)
→ 8	667	0.067	-0.24	0.052	-0.32	i	0.1	3.2	3.0	4.3	-0.33	1211	1.1	i	55	5.1	944	-11%
O=C(N/N=C/c1ccc(Br)s1)c1cccnc1
→ 0	704	1.3	-0.14	0.5	-0.93	i	0.4	3.6	2.2	1.6	0.66	1314	1	i	58	0.1	1528	5%
C/C(=N\NC(=O)CSc1nc2ccccc2o1)c1cccc(O)c1
→ -28	673	0.91	-0.19	0.89	-0.95	i	0.7	/	/	/	-0.32	1109	/	i	34	0.3	1318	/
Cc1ccc(NS(=O)(=O)c2cccc(C(=O)NCCc3c[nH]c4ccccc34)c2)c(C)c1
→ -4	683	-0.21	-0.28	-0.28	0.59	i	0.3	5.5	1.7	7.5	-0.57	1363	1.1	i	63	3.4	912	14%
O=C1c2ccccc2C(=O)N1CN(C(=O)c1ccccc1)c1ccc(O)cc1
→ 14	651	-0.52	-0.3	-0.061	0.79	i	0.4	2.8	1.9	4.0	-0.48	1231	1.2	i	36	0.2	1093	0%
CC1CCCC(C)N1CCNC(=O)CCn1nc(-c2ccccc2)ccc1=O (stereo not drawn)
→ /	/	0.25	-0.25	-0.016	0.79	i	0.4	4.8	2.5	18	0.74	1415	1.1	i	19	-1.4	817	11%
Cc1ccc2cc(COC(=O)C3CCCO3)c(=O)[nH]c2c1 (stereo not drawn)
→ /	/	0.22	-0.19	-0.082	-1.1	i	0.5	4.4	4.7	6.4	0.3	1427	1.1	i	58	6.5	1148	0%
Cc1ccc(C2(c3noc(CN(C)Cc4ccccn4)n3)CCCC2)cc1
→ 0	699	0.52	-0.21	0.6	-0.82	i	0.2	2.5	2.3	6.0	0.29	1419	1	i	40	-1.7	1028	8%
COc1ccc(C)cc1NC(=O)CSc1nnc(-c2ccc(C)cc2)o1
→ /	/	-0.077	-0.22	0.091	0.65	i	6.7	3.6	4.1	8.1	1.4	989	1.2	i	64	-1.2	1219	-2%
Cn1c(NC(=O)c2ccc(Cl)cc2Cl)cc(=O)n(C)c1=O
→ /	/	-0.26	-0.14	-0.12	-0.46	i	1.5	2.9	3.6	6.5	0.88	1110	1.1	i	18	/	/	0%
CCN(CC)c1ccc(N2C(=O)c3ccccc3C2=O)cc1
→ 1	772	-0.65	-0.19	0.38	0.44	i	0.6	2.6	2.0	5.7	0.19	1333	1.1	i	40	-5.8	1270	11%
N#CC1=C(N)N2C(=C(C#N)C1c1ccc(Br)cc1)Nc1ccccc12 (stereo not drawn)
→ 6	657	-0.74	-0.24	-0.36	0.26	/	/	6.1	2.2	20	-1.2	1024	1.2	i	50	2.9	946	-20%
CCOC(=O)N1CCN(c2nc(-c3ccc(OC)cc3)no2)CC1
→ /	/	0.83	-0.16	0.75	-1	i	0.4	4.6	2.3	7.0	-0.41	1267	0.9	i	50	-0.4	875	-13%
COC(=O)c1cccc(N(C(=O)c2cnccn2)C(C(=O)NCc2ccccc2)c2ccco2)c1 (stereo not drawn)
→ /	/	0.61	-0.11	0.2	-0.61	i	2.2	3.2	2.0	7.7	-0.62	1467	1.1	i	35	-8.1	922	-11%
Nc1ccc(O)c(-c2nc3ccccc3s2)c1
→ /	/	-0.14	-0.34	0.042	-0.38	i	1.2	3.7	2.0	7.5	-0.46	1552	1.1	i	36	-6.3	1003	-19%
Cc1cccc(NC(=O)c2ccc(COc3cccc4ccccc34)o2)n1
→ 4	509	-0.49	-0.17	-0.061	0.8	i	0.2	3.2	2.8	5.1	-0.21	1276	1	i	42	0.4	562	19%

An excerpt from above in order of count of non-hydrogen atoms, highest first.
Values in the order: Lipid droplet	Lipid droplet cells 6.5 µM	Dynein cargo inh	Dynein cargo inh cytoplasmic EGFP	Dynein cargo inh nuclear GR-EGFP	Dynein cargo inh cell count	Myeloid diff 2	Myeloid diff 2 GFP+ MAC1+ %	MT stabilizer	MT stabilizer Hoechst-high %	MT stabilizer cytotoxicity %	Insulin prom up	Insulin prom up cell count	TNAP activation fold	T cell modulator	T cell modulator vesicle-bound %	bCat nuc transl	bCat nuc transl cell count 5 µM	human PMI inhibition
COC(=O)c1cccc(N(C(=O)c2cnccn2)C(C(=O)NCc2ccccc2)c2ccco2)c1 (stereo not drawn)
→ /	/	0.61	-0.11	0.2	-0.61	i	2.2	3.2	2.0	7.7	-0.62	1467	1.1	i	35	-8.1	922	-11%
CCN(CC)c1ccc(N2C(=O)c3ccccc3C2=O)cc1
→ 1	772	-0.65	-0.19	0.38	0.44	i	0.6	2.6	2.0	5.7	0.19	1333	1.1	i	40	-5.8	1270	11%
Cn1c(NC(=O)c2ccc(Cl)cc2Cl)cc(=O)n(C)c1=O
→ /	/	-0.26	-0.14	-0.12	-0.46	i	1.5	2.9	3.6	6.5	0.88	1110	1.1	i	18	/	/	0%
